# Screening results deposited in PubChem BioAssay by National Center for Advancing Translational Sciences (NCATS).
# TrxR1 substrate = qHTS Assay for Substrates of Mammalian Selenoprotein Thioredoxin Reductase 1 (TrxR1): qHTS | Potency, µM (top dose mostly 114 µM), for the others: top-dose activity change, negative = substrate turnover | purified TrxR1 substrate turnover, NADPH consumption readout | AID 588456, 2011 | Thioredoxin reductase 1, cytoplasmic (Rattus norvegicus), O89049 | 390,000 tested, 0.01% active; also: potency is read from the fitted curve at half-maximal effect; % is scaled to controls: 0 for no effect and ±100 for the full control effect; nearly all actives have a fitted effect of over 50% in size
#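 Rat TrxR1, dispensed at 90 nM, was prereduced with 400 uM NADPH (final) for 5 min at ~22 deg C, then incubated with compound 15 min before 400 uM selenite. A first-read NADPH fluorescence drop versus no-compound background flagged substrates.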
# USP1 inh = Inhibitors of USP1/UAF1: Primary Screen. Ubiquitin carboxyl-terminal hydrolase 1 (Homo sapiens), O94782. recombinant USP1/UAF1, Ub-Rhodamine cleavage fluorescence. Potency, µM (highest dose often 57.1 µM), without a hit: at the highest dose activity change, negative = inhibition, usual class: inhibitors. 390,000 tested, 0.23% active; also: potency is read from the fitted curve at half-maximal effect; % is scaled to controls: 0 for no effect and ±100 for the full control effect; nearly all actives have a fitted effect of over 60% in size; inactives centre near -12
# Target sequence (O94782 whole entry, looked up): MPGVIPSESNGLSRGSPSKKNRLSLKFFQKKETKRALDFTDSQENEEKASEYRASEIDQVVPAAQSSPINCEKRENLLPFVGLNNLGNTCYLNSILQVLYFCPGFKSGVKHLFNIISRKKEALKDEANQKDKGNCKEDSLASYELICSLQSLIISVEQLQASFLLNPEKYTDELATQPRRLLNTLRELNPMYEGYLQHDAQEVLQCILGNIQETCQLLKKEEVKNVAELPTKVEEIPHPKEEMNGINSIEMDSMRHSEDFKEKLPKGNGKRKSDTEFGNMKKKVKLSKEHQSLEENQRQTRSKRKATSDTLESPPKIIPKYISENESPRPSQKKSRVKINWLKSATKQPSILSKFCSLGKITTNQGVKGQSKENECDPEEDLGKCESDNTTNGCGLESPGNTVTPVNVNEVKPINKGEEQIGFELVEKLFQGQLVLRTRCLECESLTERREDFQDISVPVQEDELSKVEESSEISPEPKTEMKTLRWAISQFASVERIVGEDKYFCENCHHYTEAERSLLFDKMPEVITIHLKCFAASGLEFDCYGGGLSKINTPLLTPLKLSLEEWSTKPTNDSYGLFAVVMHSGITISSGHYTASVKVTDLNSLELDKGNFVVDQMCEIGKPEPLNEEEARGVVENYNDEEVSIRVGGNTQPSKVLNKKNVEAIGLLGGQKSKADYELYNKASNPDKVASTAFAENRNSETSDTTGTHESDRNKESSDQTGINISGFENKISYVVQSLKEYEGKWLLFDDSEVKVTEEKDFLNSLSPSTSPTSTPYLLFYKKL
#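 In this screen, compounds sit with the deubiquitinase complex (1nM) for 15 min at room temperature before Ub-Rho is added at 150nM final. Fluorescence rise is then followed for 6 reads every 60 seconds.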
# GRP78 ERSR act = qHTS for Inducers of the Endoplasmic Reticulum Stress Response (ERSR) in Human Glioma: qHTS; Potency, µM, inactives show at the top dose activation, usual class: activators; U87-MG GRP78 promoter luciferase reporter, 16 h; 420,000 tested, 0.02% active; also: potency is read from the fitted curve at half-maximal effect; series mostly up to about 76 µM; % of control where 0% means no effect; nearly all actives have a fitted effect of over 35% in size
#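 Stably transfected U87-MG glioma cells carrying a GRP78-based luciferase sensor; 16 h compound incubation. Luminescence end-point read 10 min after Bright-Glo addition at room temperature.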
# Vif-APOBEC3G blk = qHTS for Inhibitors of Vif-A3G Interactions: qHTS; DNA dC->dU-editing enzyme APOBEC-3G (Homo sapiens), Q9HC16; HeLa A3G-eYFP + Vif (tagged APOBEC3G with the HIV-1 protein that degrades it), YFP fluorescence, overnight; Potency, µM (doses to about 46.1 µM), inactives show top-dose activity, negative = active, usual class: inhibitors; 410,000 tested, 0.076% active;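 also: potency is read from the fitted curve at half-maximal effect; % is scaled to controls: 0 for no effect and ±100 for the full control effect; nearly all actives have a fitted effect of over 60% in size; hits raise eYFP signal because A3G escapes Vif-driven loss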
#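 HeLa cells stably expressing Vif and C-terminally eYFP-tagged A3G, seeded overnight at 37 deg C, then exposed to compound by pintool overnight at 37 deg C. Rise in yellow fluorescence (Ex 488/Em 500-530, Acumen) marks blocked Vif-driven A3G degradation.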
# PI4K2A inh = qHTS for small molecular inhibitors of PI4K2A; AID 1346378, 2018; Phosphatidylinositol 4-kinase type 2-alpha (Homo sapiens), Q9BTU6; purified PI4K2A, ADP-Glo luminescence, 1 h; hits give low values; 420,000 tested, 0.13% active; activity change, negative = inhibition, % at 76.9 µM; in the data active = activity change below about -50%; inconclusive = mostly about -30% to -49%;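 also: -100% = wells without enzyme as full effect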
#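 Compounds are screened against recombinant PI4K2A using PI as substrate and ATP, the latter dispensed at 300 microM. Reactions run one hour at ambient temperature before ADP-Glo detection; full inhibition defined by wells lacking enzyme.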
# Vif-APOBEC3F blk = qHTS for Inhibitors of Vif-A3F Interactions: qHTS | 390,000 tested, 0.2% active | AID 602313, 2012 | Potency, µM (doses to about 46.1 µM), without a hit: at the top dose activity, negative = active | HeLa A3F-eYFP + Vif (tagged APOBEC3F with the HIV-1 protein that degrades it), YFP fluorescence increase; also: potency is read from the fitted curve at half-maximal effect; % of control where 0% means no effect; nearly all actives have a fitted effect of over 65% in size
#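 HeLa cells stably expressing Vif plus C-terminally eYFP-tagged A3F were seeded, incubated overnight at 37 deg C, dosed with compound, incubated overnight again at 37 deg C. Yellow fluorescence (Ex 488/Em 500-530) reported blocked Vif-mediated A3F-eYFP degradation.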
# RXFP1 ag = qHTS Assay for Agonists of the Relaxin Receptor RXFP1 | Relaxin receptor 1 (Homo sapiens), Q9HBX9 | HEK293T-RXFP1 cAMP TR-FRET, 30 min; response scale: percent of porcine relaxin response, buffer zero | Potency, µM (series often up to 57.5 µM), for inactives: at the highest dose activation, most hits filed as activators | 370,000 tested, 0.3% active | AID 2676, 2010; also: potency is read from the fitted curve at half-maximal effect; % is scaled to controls: 0 for no effect and ±100 for the full control effect; nearly all actives have a fitted effect of over 60% in size; many of its hits are not listed in these tables
#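 HEK293 cells stably expressing RXFP1, treated 30 min at 37C with compounds plus PDE4 inhibitor Ro 20174; cAMP measured by HTRF TR-FRET. Normalized to buffer and 29 nM porcine relaxin; EC50 by Hill fit.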
# LDHA block = qHTS assay for inhibitors of human lactate dehydrogenase | AID 1347041, 2019 | 480,000 tested, 0.15% active | activity change, % (values are at about 110 or 230 µM) | L-lactate dehydrogenase A chain (Homo sapiens), P00338 | purified LDHA, NADH/diaphorase-resazurin fluorescence; hits give low values; in the data active = activity change below about -30%; inconclusive = mostly about -25% to -30%;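 also: plate controls were DMSO wells for no effect and wells without enzyme for full effect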
#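 Human LDH5 at 2 nM final in Tris HCl pH 7.4 with 0.06 mM NADH and 0.2 mM pyruvate, reacted 5 minutes at room temperature. Remaining NADH coupled via diaphorase/resazurin; resorufin fluorescence read at 0 and 20 minutes, normalized to enzyme-free and DMSO wells.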
# mIDH1 inhibitor = qHTS for Inhibitors of mutant isocitrate dehydrogenase 1 (IDH1): qHTS. Isocitrate dehydrogenase [NADP] cytoplasmic (Homo sapiens), O75874. IDH1-R132H enzyme, NADPH consumption, diaphorase/resazurin fluorescence. Potency, µM (highest dose often 76.6 µM), for inactives: at the top dose activity change, negative = inhibition, most hits filed as inhibitors. 390,000 tested, 0.093% active. AID 602179, 2012; also: potency is read from the fitted curve at half-maximal effect; % is scaled to controls: 0 for no effect and ±100 for the full control effect; nearly all actives have a fitted effect of over 65% in size
#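 IDH1-R132H (0.5 ug/mL) preincubated 30 min with compound, then NADPH (0.016 mM) and alpha-KG (2 mM) added; 80 min at RT, pH 7.5. Remaining NADPH coupled via diaphorase/resazurin to fluorescence (540/590 nm); concentration-response curves normalized to no-enzyme control.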
# Numbers without * were called inactive; ? = inconclusive; . = no result given; & = joins results of further samples; [ ] = another dose, or the depositor's remark. Unless noted, calls follow the shape of the dose curve; as a rule, active = well fitted curve in the direction sought with a large enough effect; inconclusive = small, poorly fitted or top-dose-only effect, or another doubt; inactive = no such curve, though single readings can be large; an effect the other way counts as inactive or inconclusive. A portion of the library; the hit share may differ from the screen's.
SMILES,TrxR1 substrate,USP1 inh,GRP78 ERSR act,Vif-APOBEC3G blk,PI4K2A inh,Vif-APOBEC3F blk,RXFP1 ag,LDHA block,mIDH1 inhibitor
Cc1oc(-c2cccc(Cl)c2)nc1CN1CCCC(C(=O)NCCCN2CCOCC2)C1 (stereo not drawn),2%,-5%,-3%,0%,0,-9%,0.4%,-7,-4%
Cc1ccc(C(=O)Cn2cccn2)cc1,8%[57.1 µM],-15%,2%,-1%,1,0%,2.5%,-6,4%
COC(=O)c1ccc(NC(=O)CN2C(=O)CCC2=O)cc1,-9%,-10%,0%,1%,0,7%,3.1%,1,1%
CCCOc1ccc(NC(=O)CC2C(=O)N(c3ccccc3)C(=O)N2Cc2ccc(F)cc2)cc1 (stereo not drawn),-13%,-2%,2%,1%,0,?,-1.1%,2,7%
N#Cc1c[nH]n2c(NC3CCCCC3)c(-c3ccc(F)cc3)nc12,2%,-15%,1%,-8%,1,-6%,0.1%,-4,-19%
O=S(=O)(Cc1ccccc1)N1CCN(c2ncccn2)CC1,1%[57.1 µM],-19%,0%,-1%,-4,7%,10%,-2,-9%
CN(C)CCCn1c(=O)n(CCc2ccccc2)c(=O)c2c3c(sc21)CCCCC3,-6%,-5%,-3%,0%,3,-6%,1.5%,-18,-5%
Cc1ccc2nc(N(CCCN(C)C)C(=O)c3ccc4c(c3)CCCC4)sc2c1,-11%,-9%,-12%,-24%,4,0%,0.1%,2,5%
COc1ccccc1-n1nnnc1SCC(=O)NCC1(N2CCCCC2)CCCCC1,2%,-20%,-3%,0%,1,5%,.,-2,2%
Cn1cc(Br)c(C(=O)Nc2ncc(Br)s2)n1,-4%,-19%,-2%,1%,1,-2%,8.8%,3,14%
O=S(=O)([N-]c1nc2ccccc2nc1-[n+]1ccccc1)c1ccc(Cl)cc1,-14%[57.1 µM],-21%,0%,0%,-4,?,0.9%,0,6%
c1ccc(CCc2nn3c(Cc4ccccc4)nnc3s2)cc1,-9%,-13%,0%,2%,0,-12%,1.7%,2,6%
CCCc1cc(=O)[nH]c(Nc2ccc(OC)c(Cl)c2)n1,-5%,-20%,0%,-6%,0,-9%,2.7%,0,2%
Cn1ccnc1C(=O)c1ccc(S(=O)(=O)N2CCCC2)cc1,11%[57.1 µM],-8%,2%,-4%,-1,4%,0.3%,-5,-3%
CCOC(=O)c1c(C)[nH]c(C)c1S(=O)(=O)NCC(=O)NCc1cccc(Br)c1,5%[57.1 µM],-8%,-2%,0%,-5,-7%,0.2%,0,-22%
CCOC(=O)Cn1c(=O)oc2cc(S(=O)(=O)N3CCN(C(=O)c4ccco4)CC3)ccc21,1%,-1%,-4%,-1%,-5,9%,1.0%,-3,-3%
O=C(COc1ccc(Cl)cc1)N(Cc1ccco1)Cc1ccco1,0%,-25%,-3%,-6%,-22,1%,0.9%,-3,-11%
CC(C)(C)OC(=O)N1CCC(CC2CC(c3cccc(Br)c3)=NO2)(C(=O)NCC2CCCCC2)CC1 (stereo not drawn),-2%,?,-4%,1%,4,-3%,-0.7%,-3,-10%
CC(=O)Nc1ccc(S(=O)(=O)Nc2ccn(Cc3ccccc3Cl)n2)cc1,-12%,-16%,-3%,2%,-12,-2%,-2.7%,-9,-6%
O=C(Nc1ccccc1C(=O)N1CCCC1)C1COc2ccccc2O1 (stereo not drawn),13%[57.1 µM],-12%,-5%,-3%,3,5%,4.5%,-1,1%
Cc1ccc(S(=O)(=O)N2CCC(C(=O)OCc3c(C)noc3C)CC2)cc1C,-13%,-11%,-3%,1%,2,1%,1.1%,-1,2%
CCCC(=O)Nc1nc2ccc(C(=O)OCC)cc2s1,4%,9%,2%,-7%,-1,-2%,0.7%,-5,15%
CC(=O)c1sc(NC(=O)COc2ccc(C)c(C)c2)nc1C,-3%,-12%,-1%,-1%,4,4%,11%,-1,0%
COc1cc(-c2cc(NC(C)=O)c3ncc(-c4cc(OC)c(OC)c(OC)c4)n3c2)cc(OC)c1OC,.,.,-2%,?,-7,.,.,0,.
CCOC(=O)c1c(NC(=O)c2nc(SC)ncc2Cl)sc(C)c1C,-3%,-20%,-2%,-1%,3,-2%,-0.5%,-6,48%[activator]

# (next part)
SMILES,TrxR1 substrate,USP1 inh,GRP78 ERSR act,Vif-APOBEC3G blk,PI4K2A inh,Vif-APOBEC3F blk,RXFP1 ag,LDHA block,mIDH1 inhibitor
OC(c1ccccn1)c1c[nH]c2ccccc12 (stereo not drawn),-5%,-3%,-2%,2%,4,4%,1.8%,-10,-1%
COC(=O)c1ccc(CNC(=O)COC(=O)C2CCC(C(C)(C)C)CC2)cc1 (stereo not drawn),-10%,-11%,-7%,1%,3,3%,0.3%,-2,4%
COc1ccc(C2CC(=O)c3cnc(N4CCN(Cc5ccccc5)CC4)nc3C2)cc1 (stereo not drawn),0%[57.1 µM],-2%,-2%,0%,3,2%,1.2%,-6,-3%
Cc1cc(C)nc(NS(=O)(=O)c2ccc(NS(=O)(=O)c3ccccc3)cc2)n1,2%,0%,-1%,2%,-3,0%,1.7%,-3,2%
CCOC(=O)c1c(NC(=O)CN2CCN(C)CC2)sc(C(=O)Nc2ccccc2)c1C,7%[57.1 µM],-11%,5%,-8%,4,6%,-0.4%,-6,8%
Cc1c(C)c2c(OCC(=O)Nc3ccc(CCO)cc3)cc3c(c2oc1=O)CCC(C)(C)O3,114%[activator],-17%,-1%,4%,-3,-3%,4.9%,-3,-16%
COc1ccc(C(=O)N2CCN(c3ccccc3)CC2)cc1S(=O)(=O)NC1CC1,-4%,-22%,7%,0%,-1,1%,-0.7%,-5,2%
CC1C(=O)N(Cc2ccc([N+](=O)[O-])cc2)c2ccccc2N1C(=O)c1c(F)cccc1F (stereo not drawn),4%[57.1 µM],-7%,0%,-8%,9,5%,0.8%,0,-4%
O=C(Nc1cccc(-c2nc3cc(Cl)ccc3o2)c1)c1cc([N+](=O)[O-])ccc1N1CCOCC1,6%,-26%,-2%,-6%,2,-11%,-0.5%,-6&0,5%
COc1ccc(C)cc1NC(=O)Cn1c(=O)oc2cc(S(=O)(=O)NCc3ccccc3)ccc21,-4%[57.1 µM],?,-4%,4%,1,-1%,-0.9%,-4,-5%
O=C(NCCCN1CCCC1=O)c1cn(-c2ccccc2)nc1-c1ccccc1,7%[57.1 µM],6%,5%,0%,-2,-4%,-2.3%,-3,4%
C=CCN=Cc1c(C)[nH]n(-c2ccccc2)c1=O,-13%,-7%,1%,2%,2,-14%,2.2%,0,1%
C=CCOc1ccc(C=Nc2cccc(Cl)c2)c(O)c1,2%,-5%,0%,0%,3,5%,-0.2%,7,-2%
Cn1cccc1C(=O)NNC(=O)COc1ccc(Br)cc1,-2%,-12%,-3%,1%,-4,4%,0.9%,-9,-8%
Cc1ccccc1OS(=O)(=O)c1cn(C)c(=O)n(C)c1=O,5%,-8%,-3%,-3%,3,-13%,0.1%,4,6%
COc1ccc2nc(N(Cc3cccnc3)C(=O)c3ccc(Cl)cc3)sc2c1,4%[57.1 µM],-26%,0%,4%,2,-22%,3.6%,-12,-2%
Clc1ccc(Cl)c(OCCCCN2CCNCC2)c1,6%,-16%,-4%,-1%,-3,-8%,0.0%,1,7%
COc1ccc(S(=O)(=O)N2CCN=C2SCc2cccnc2)cc1,-1%,-19%,-8%,-1%,-7,-15%,1.3%,-2,3%
COc1ccccc1C(=O)COC(=O)C1CCN(S(=O)(=O)c2ccc(C)c(C)c2)CC1,-8%,-8%,-2%,1%,-2,-2%,-1.5%,-2,4%
O=C(Nc1ccc2nc(N3CCOCC3)sc2c1)c1ccc(F)cc1,3%,-15%,0%,-2%,-3,-11%,-0.6%,0,0%
CCOC(=O)c1nn(-c2ccccc2Cl)c(=O)cc1OCC(=O)Nc1cccc(OC)c1,6%,-4%,-2%,-12%,3,-18%,0.1%,-6,-4%
CCOC(=O)C1CCN(c2ccc(C(=O)O)cc2[N+](=O)[O-])CC1,-13%,-4%,-1%,0%,-3,-11%,0.8%,-4,3%
CC(=O)Nc1cccc(-c2ccnc3c2CC(C(=O)NCc2cccc(Cl)c2)O3)c1 (stereo not drawn),.,.,-6%,?,-3,.,.,-13,.
